OX1R antag-1 = antagonists of human orexin 1 receptor; AID 434989; CHO/OX1R cells, Fluo-8 calcium fluorescence, orexin A; 330,000 compounds, 0.43% hits; inhibition, % at 5 µM; O43613;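 active = inhibition above its plate's threshold, mean inhibition of all tested compounds on the plate plus 3 SD, cut at about 37% in these data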;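 note: 0% = orexin A challenge wells and 100% = SB-334867-A antagonist wells; not every result past the cut was called active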
Target sequence (O43613 whole entry, looked up): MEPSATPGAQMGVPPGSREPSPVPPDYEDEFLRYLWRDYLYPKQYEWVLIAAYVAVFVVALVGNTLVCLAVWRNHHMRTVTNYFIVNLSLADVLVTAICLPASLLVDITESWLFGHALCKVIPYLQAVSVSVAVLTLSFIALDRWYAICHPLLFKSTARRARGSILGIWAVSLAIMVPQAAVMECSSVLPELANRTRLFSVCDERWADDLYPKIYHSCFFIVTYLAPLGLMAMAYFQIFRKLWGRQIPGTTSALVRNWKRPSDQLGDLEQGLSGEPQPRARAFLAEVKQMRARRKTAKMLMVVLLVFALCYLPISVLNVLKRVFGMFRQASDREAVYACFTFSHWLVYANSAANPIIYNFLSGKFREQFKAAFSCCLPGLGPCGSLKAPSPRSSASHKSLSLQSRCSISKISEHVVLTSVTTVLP
OX1R antag-2 = blocks the human orexin 1 receptor | OX1R-expressing cells, FRET antagonist read-out | inhibition, % at 6.6 µM | AID 485270 | O43613 | 330,000 compounds, 1.8% hits; in the data active = inhibition mostly above about 38%, no sharp cut-off; inactive = mostly below about 40%;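 note: 0% = agonist challenge alone and 100% = reference antagonist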
CHT allo act = allosterically activates the human high affinity choline transporter; Q9GZV3; CHT-expressing cells, membrane potential dye, choline EC20; stronger effect = higher value; LV-AA mutant CHT in HEK293 cells; B-score at 10 µM; 310,000 compounds, 0.49% hits; AID 488977;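 active = initial fluorescence not abnormally high and integrated response B-score, plate-corrected, over 3 SD above library mean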
Target sequence (Q9GZV3 whole entry, looked up): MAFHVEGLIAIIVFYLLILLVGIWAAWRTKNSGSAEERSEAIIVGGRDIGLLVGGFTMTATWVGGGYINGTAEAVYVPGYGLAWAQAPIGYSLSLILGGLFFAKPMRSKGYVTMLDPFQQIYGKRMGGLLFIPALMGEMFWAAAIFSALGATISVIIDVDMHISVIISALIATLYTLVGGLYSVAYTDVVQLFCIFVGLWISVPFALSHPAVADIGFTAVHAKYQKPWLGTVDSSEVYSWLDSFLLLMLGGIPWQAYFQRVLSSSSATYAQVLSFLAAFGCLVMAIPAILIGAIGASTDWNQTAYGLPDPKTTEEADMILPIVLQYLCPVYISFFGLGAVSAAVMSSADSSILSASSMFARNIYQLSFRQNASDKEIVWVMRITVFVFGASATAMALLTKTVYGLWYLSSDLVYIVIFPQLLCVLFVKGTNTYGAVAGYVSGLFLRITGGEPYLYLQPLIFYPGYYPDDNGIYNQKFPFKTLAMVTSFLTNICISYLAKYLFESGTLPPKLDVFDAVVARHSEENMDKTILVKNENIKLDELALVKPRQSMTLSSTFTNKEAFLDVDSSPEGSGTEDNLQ
The depositor's hits bear a star; i = inactive; x = not tested or not shown.

SMILES	CHT allo act	OX1R antag-1	OX1R antag-2
CC(C)(C)OC(=O)N1CCC(NC(=O)c2[nH]cnc2C(=O)N[C@@H](Cc2ccccc2)C(=O)OCc2ccccc2)CC1	i	29	22
CC(NC(=O)c1ccc(F)cc1Cl)C1CC2CCC1C2 (centres undefined)	i	-4	11
C=C(C)c1cccc(C(C)(C)NC(=O)N2CCCC2)c1	i	-12	16
CC(C)(C)NC(=O)C1CC(=O)OC1(C)C (centres undefined)	i	-8	4
CCc1cc(=O)[nH]c(SCc2ccc(C)cc2)n1	i	6	9
CCCCCCSc1ccc([C@@H]2[C@@H]3C(=O)N(C)C(=O)[C@@H]3[C@]3(C(=O)OC)CCCCN23)cc1OC	i	-30	2
CCOC(=O)c1oc2ccccc2c1NC(=O)c1ccccc1OC	i	-48	1
Cc1[nH]c2ccccc2c1Cc1nnc(SCCC#N)o1	i	-1	12
COC(=O)C(Cc1ccc(O)cc1)NC(=O)C1CCN(S(=O)(=O)c2ccc(C)cc2)CC1 (centres undefined)	i	-11	13
CCc1ccccc1OCC(=O)Nc1ccc(C)c(S(=O)(=O)N2CCCCCC2)c1	x	71*	13
COc1ccc(S(=O)(=O)NCCCCCC(=O)NCCCN2CCOCC2)cc1	i	15	6
CC(=O)Nc1ccc(NC(=O)CSc2ccc(-c3cccs3)nn2)cc1	i	-3	20
CC1=CC2=NC(=O)/C(=C\c3cccn3CCOc3cc(C)ccc3C)C(=N)N2O1	i	-11	11
Cc1cc(C(F)(F)F)nn1CC(=O)NNC(=S)NCC(C)C	i	-15	3
OCCN1CCN(Cc2cc(Cl)c3cccnc3c2O)CC1	i	-14	19
COC(=O)c1ccccc1NC(=O)C1CCCN(S(C)(=O)=O)C1 (centres undefined)	i	-21	10
N#Cc1cc(N2CCCCC2)c([N+](=O)[O-])cc1C#N	i	-8	34
Cc1cc(-n2nc(C)cc2C)nc(NS(=O)(=O)c2ccccc2)n1	i	-15	15
O=c1cc2c(nn1Cc1c(Cl)cccc1Cl)-c1ccccc1CC2	i	-47	14
NCCN=C1NS(=O)(=O)c2ccccc21	i	-13	0

Complete entries, looked up by structure. Screens in order: CHT allo act	OX1R antag-1	OX1R antag-2
`O=c1cc2c(nn1Cc1c(Cl)cccc1Cl)-c1ccccc1CC2` is listed with i	-47	14
`COC(=O)C(Cc1ccc(O)cc1)NC(=O)C1CCN(S(=O)(=O)c2ccc(C)cc2)CC1` (centres undefined) is listed with i	-11	13

Some of the entries so far, with each value named.
SMILES: COC(=O)C(Cc1ccc(O)cc1)NC(=O)C1CCN(S(=O)(=O)c2ccc(C)cc2)CC1 (centres undefined)
  CHT allo act: i; OX1R antag-1: -11; OX1R antag-2: 13
SMILES: CCc1ccccc1OCC(=O)Nc1ccc(C)c(S(=O)(=O)N2CCCCCC2)c1
  CHT allo act: x; OX1R antag-1: 71*; OX1R antag-2: 13

(listing goes on)
SMILES	CHT allo act	OX1R antag-1	OX1R antag-2
NC(=O)CS(=O)(=O)c1nc2ccccc2n1CC(=O)N1CCCCC1	i	-3	2
COC(=O)c1c(C(=O)OC)c2n(c1C)CCS2	i	-17	3
CC(C)CNS(=O)(=O)c1ccc(CCC(=O)NCCc2ccccc2)cc1	i	-22	13
O=C(Oc1ccc(-n2cnnn2)cc1)c1ccco1	i	-28	21
CCN(c1cccc(C(F)(F)F)c1)S(=O)(=O)c1ccc2c(c1)CCN2C(=O)C1CC1	i	17	23
CC(C)(C)c1nnc(NC(=O)CN2C(=O)C3C4C=CC(C4)C3C2=O)s1 (centres undefined)	i	-15	9
Cc1cccc(OCC(=O)NCC(=O)N/N=C/c2c(C)[nH]c3ccccc23)c1	i	21	12
CN(C)CCN1C(=O)c2oc3ccc(F)cc3c(=O)c2C1c1ccncc1 (centres undefined)	i	-18	4
Cc1ccc(OCC(O)CN2CCOCC2)cc1 (centres undefined)	i	-11	4
C(#CCN1CCC(Cc2ccccc2)CC1)COCCOCc1ccccc1	i	-9	21
S=c1[nH]nc(-c2ccco2)n1/N=C/c1cccs1	i	-5	9
COc1ccccc1NC(=O)Cc1c(F)cccc1Cl	i	4	9
CN(C(=O)COC(=O)/C=C/c1ccc(C(F)(F)F)cc1)c1c(N)n(Cc2ccccc2)c(=O)[nH]c1=O	i	0	9
Nc1nc(-c2cccs2)c(-c2cccs2)s1	i	-8	-3
Cc1cn([C@H](C(=O)NCCCCCCCCCCC(=O)N2CCNCC2)[C@@H](C)O)nn1	i	-17	42
O=C1/C(=C\c2ccsc2)NC(=S)N1c1ccccc1	i	-20	26
CSCCC(NC(=O)c1ccccc1Br)C(=O)N1CCCC(C(F)(F)F)C1 (centres undefined)	i	-30	24
COC(=O)C(CC(=O)c1ccc(Cl)cc1)c1ccc(C)cc1 (centres undefined)	i	-5	20
COc1ccc(-n2c(C)cc(C(=O)CSc3ccc(NC(C)=O)cc3)c2C)cc1	i	-17	16
CCC(=O)Nc1nnc(CSCc2ccccc2)s1	i	-14	18
Cc1cc2c(cc1S(=O)(=O)N1CCN(c3cccc(C)c3C)CC1)OCC(=O)N2	i	-42	-4
COc1ccc(-c2noc(N3CCCC(C(=O)Nc4cc(F)ccc4F)C3)n2)cc1 (centres undefined)	i	-23	10
O=C1CC(C(=O)Nc2ccccc2)C2(CCCCC2)O1 (centres undefined)	i	-16	5
CS(=O)(=O)N(Cc1ccccc1)c1ccc(C(=O)NCc2cccnc2)cc1	i	-24	18
CSc1ccc(/C=C(\C(=O)O)c2ccc(S(=O)(=O)N3CCCCC3)s2)cc1	i	2	11
COc1ccc2c(c1)OC[C@H]1[C@H]2N2C(=O)CN(C)C(=O)[C@@]2(C)[C@H]1c1ccccc1	x	-35	3
COCCNC(=S)N(CCc1c(C)[nH]c2ccccc12)Cc1cccnc1	i	-10	8
Cc1ccc2nc(SCC(=O)NC3CCS(=O)(=O)C3)[nH]c2c1 (centres undefined)	x	0	-3
O=C(Nc1ccc(NC(=S)NC(=O)c2cccs2)cc1)c1ccco1	i	-25	18
CCOC(=O)c1c(C)[nH]c(C)c1S(=O)(=O)N(C)CC(=O)Nc1ccc(C)cn1	i	-11	5
O=C(CNC(=O)c1ccccc1Br)NCCSc1ccc(Br)cc1	i	-23	15
Cc1ccc2c(c1)N(C(=O)CCC(=O)NCCN1CCOCC1)CCO2	i	-16	5
Cc1ccc(NC(=O)CSc2nnc3c(n2)[nH]c2ccccc23)cc1	i	-12	11
CC(=O)c1ccc(NC(=S)N2CCN(C(=S)Nc3ccc(C(C)=O)cc3)C(C)C2)cc1 (centres undefined)	i	-27	31
O=C(COc1cc(F)ccc1[N+](=O)[O-])NCCN1C(=O)CSC1=O	x	-5	16
COC(=O)C1=C(C)N(Cc2ccccc2)C(=O)N[C@H]1c1cccc(C(F)(F)F)c1	i	-28	11
CC(C)(C)OC(=O)NCCCC[C@H](NC(=O)c1[nH]cnc1C(=O)Nc1ccc(CNC(=O)OC(C)(C)C)cc1)C(=O)OC(C)(C)C	i	-41	25
COc1cccc(N(CC(=O)NCc2cccnc2)S(C)(=O)=O)c1	i	-12	28
COC(=O)c1ccc(S(=O)(=O)NCc2ccco2)n1C	i	-6	7
CSc1ccccc1C(=O)Nc1ncn[nH]1	i	-8	1
COc1ccc(-c2nc(CN3CCC(C(=O)NC4CC4)CC3)c(C)o2)cc1OC	i	-20	13
O=C(CNC(=O)c1ccco1)N/N=C/c1ccc(C(=O)O)cc1	i	-3	14
O=C(O)c1cc(O)ccc1NC(=O)C(c1ccccc1)c1ccccc1	i	-18	-8
O=C(c1cccc(C(F)(F)F)c1)N1CCN(S(=O)(=O)c2ccc(Cl)s2)CC1	i	-27	26
CC1C(=NO)C(C)C(c2ccccc2)NC1c1ccccc1 (centres undefined)	i	-28	14
O=C1CS/C(=N/N=C/c2ccc(OS(=O)(=O)c3ccccc3)cc2)N1	i	0	70*
CC1CCN(S(=O)(=O)c2ccc3c(c2)N(CC(=O)NCCN2C(C)CCCC2C)C(=O)CS3)CC1 (centres undefined)	i	-27	4
COc1ccc(S(=O)(=O)N2CCC(Cc3ccccc3)CC2)cc1C(N)=O	i	-26	10
Cc1nc2cc(-n3ccc(=O)cc3)ccc2n1-c1ccccc1	i	-1	9
COC(=O)C1=C(C)NC(C)=C(C(=O)OC)C1c1cc2cc(C)ccc2[nH]c1=O	i	-20	14
OCC(O)C1OC(Nc2ccc(Cl)cc2)C(O)C1O (centres undefined)	i	-9	25
O=c1c(Cl)c(N2CCCCC2)cnn1-c1nc2ccccc2[nH]1	i	-23	26
CC(CCc1ccccc1)NS(=O)(=O)c1ccccc1F (centres undefined)	i	-24	6
O=S(=O)(c1ccc2ccccc2c1)N1CCN(S(=O)(=O)c2c(F)cccc2F)CC1	x	-29	1
COc1ccc(NS(=O)(=O)c2cccc(NC(=O)CCC(=O)c3cccs3)c2)cc1	i	-33	2
CC(=O)Nc1ccc(Nc2cc(C)nc3c(-c4ccc(Cl)cc4)cnn23)cc1	i	-30	-5
CC(C)Oc1cc(NC(=O)CS(=O)CC(=O)N(C)C)c(Cl)cc1Cl (centres undefined)	i	-15	15
O=C(CCC(=O)c1cccs1)NCC(=O)Nc1ccc(F)c(F)c1F	i	-22	6
CCOC(=O)C1=C(C)N=c2sc(=C(C)C)c(=O)n2C1c1ccc(N(C)C)cc1 (centres undefined)	i	-27	8
COc1ccccc1-c1cc(C(=O)Nc2cc(C)on2)no1	i	-15	18

The list continues:
SMILES	CHT allo act	OX1R antag-1	OX1R antag-2
CCOc1ccc(/C=N/NC(=O)c2nnn(-c3nonc3N)c2CN(C)C2CCCCC2)cc1	i	2	11
COC(=O)c1nn2c(C(F)(F)F)cc(-c3ccc(Br)o3)nc2c1Br	i	-14	21
COc1ccc(C(C#N)N2CCOCC2)cc1 (centres undefined)	i	-17	7
COc1ccc(NC(=O)C2CC(=O)N(CCc3ccc(F)cc3)C2)c(OC)c1 (centres undefined)	i	-23	13
O=C(c1c(F)cccc1Cl)N1CCN(c2ccccn2)CC1	i	-13	24
O=C(CSc1ccc2nnc(-c3ccccn3)n2n1)Nc1cccc(F)c1	i	-7	11
CNC(=O)COc1coc(CN2CCN(c3ccccc3F)CC2)cc1=O	i	-5	4
O=C(O)/C=C/C(=O)Nc1ccc(SC(F)(F)F)cc1	i	-7	4
O=C(N/N=C/c1ccccc1OC(F)F)NC1CCCCC1	i	-30	13
Cc1ccc(NC(=O)c2ncn(CC(=O)NCC(C)c3ccccc3)n2)cc1C (centres undefined)	x	-10	8
S=c1nc(-c2cc(Cl)cc(Cl)c2)[nH][nH]1	i	-9	7
Cc1noc(C)c1C(=O)NC(Cc1c[nH]c2ccccc12)C(=O)O (centres undefined)	x	-21	-3
CCn1c2ccccc2c2nc3cc(OC)c(OC)cc3nc21	i	-3	27
COc1ccc(C(C#N)C2(C)OCCO2)cc1OC (centres undefined)	i	-18	8
Cn1c(OCc2ccco2)nc2c1c(=O)n(Cc1ccc(Cl)c(Cl)c1)c(=O)n2C	i	-30	18
CCCCNC(=O)c1ccc(CS(=O)(=O)c2ccc(C)cc2)o1	i	-20	5
CCOC(=O)c1[nH]c2ccccc2c1NC(=S)Nc1ccccc1	i	-19	13
Cn1cccc1CC(=O)N/N=C/c1cccc2ccccc12	i	-15	16
COc1ccc(CN2CCN(CC=C(C)C)C(CCO)C2)cc1Cn1cncn1 (centres undefined)	i	-14	10
CCN(CC)CCN(C(=O)c1ccc(C(=O)c2ccccc2)cc1)c1nc2cc3c(cc2s1)OCO3	i	-15	18

Part of the list above in order of formula weight, high to low:
SMILES	CHT allo act	OX1R antag-1	OX1R antag-2
O=C(CSc1ccc2nnc(-c3ccccn3)n2n1)Nc1cccc(F)c1	i	-7	11
CCCCNC(=O)c1ccc(CS(=O)(=O)c2ccc(C)cc2)o1	i	-20	5
O=C(c1c(F)cccc1Cl)N1CCN(c2ccccn2)CC1	i	-13	24

Additional entries.
SMILES	CHT allo act	OX1R antag-1	OX1R antag-2
Cc1ccc(S(=O)(=O)N(C)/N=C/C=C/c2ccccc2)cc1	i	-10	16
CCN(CC(=O)NCc1ccc(F)cc1)C(=O)COc1ccccc1[N+](=O)[O-]	x	-13	7
CCOC(=O)C1CCN(C(=O)c2cc3cc(C)ccc3[nH]2)CC1	i	-27	-8
O=C(Cn1nc(Cc2cccnc2)c2ccccc2c1=O)N1CCN(C(=O)c2ccco2)CC1	i	-12	7
Cc1cccc(C)c1-n1c(C)cc(/C=N\NC(=O)CC(=O)NC2CCCCC2)c1C	i	-33	13
Cc1ccccc1-n1c(SCC(=O)N2CCN(c3ccccc3)CC2)nnc1-c1ccncc1	i	-13	7
CC1(C)O[C@@H]2[C@H](O1)[C@@H](COS(=O)(=O)O)O[C@H]2n1ccc(=O)[nH]c1=O	x	-3	-1
O=C(CSCC(=O)N1CCOCC1)Nc1nc(-c2ccc3c(c2)OCO3)cs1	i	-25	-1
NCCCC(N)(C(=O)O)C(F)F (centres undefined)	i	6	9
COC(=O)c1ccc(N2CCN(c3ccccc3)CC2)c(NC(=O)C2CC2)c1	i	-36	12
CCn1cc(C(=O)NCCCN2CCC(C)CC2)c(=O)c2cc(S(=O)(=O)N3CCOCC3)ccc21	i	-1	13
Cc1ccc(NC(=O)c2cnc(SCC(=O)c3ccccc3)n(C)c2=O)cc1	i	-2	7
COc1cccc(SCC(=O)N2CCN(c3ccccc3)CC2)c1	i	-8	17
CCOC(=O)CCCc1c[nH]c2ccccc12	i	-1	1
Nn1c(COc2ccccc2)nnc1SCC(=O)O	i	0	10
